HP1b chromo inh: HTS for Inhibitors of HP1-beta Chromodomain Interactions with Methylated Histone Tails. AlphaScreen HP1-beta / biotin-H3K9me3 peptide binding. 390,000 tested, 0.56% active. Potency, µM (doses to about 114 µM), for inactives: at the top dose activity change, negative = inhibition, usual class: inhibitors. AID 540317, 2011; further: potency means the concentration at half of the fitted maximal effect; nearly all actives have a fitted effect of over 70% in size; inactives centre near 23
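AlphaScreen: HP1-beta (50 nM) preformed 30 min with biotin-H3(1-18)K9me3 peptide (50 nM) in PBS pH 7.4, 0.01% Tween-20. Compound added for 30 min at RT, then streptavidin donor/nickel chelate acceptor beads (10 ug/mL) for 30 min.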
GLS inh: qHTS for Inhibitors of Glutaminase (GLS); Glutaminase kidney isoform, mitochondrial (Homo sapiens), O94925; GLS enzymatic activity, qHTS titration; Potency, µM (top dose mostly 45.5 µM), without a hit: at the highest dose activity change, negative = inhibition, hits mostly inhibitors; 410,000 tested, 0.21% active; AID 624170, 2012; further: potency means the concentration at half of the fitted maximal effect; on the % scale 0 is the no-effect control and ±100 the full control effect
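Read-out is an Amplex red fluorescence increase coupled through glutamate oxidase and HRP, measured before and after 30 min room-temperature incubation. hKGA is in 45 mM KH2PO4 (pH 8.2) with 0.02% Tween-20; glutamine added as 1mM solution.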
BAZ2B block: qHTS Assay for Inhibitors of BAZ2B; Potency, µM (top dose mostly 114 µM), for inactives: at the top dose activity change, negative = inhibition, usual class: inhibitors; AlphaScreen BAZ2B-H3K14Ac peptide displacement; Bromodomain adjacent to zinc finger domain protein 2B (Homo sapiens), Q9UIF8; 360,000 tested, 4.4% active; further: potency means the concentration at half of the fitted maximal effect; on the % scale 0 is the no-effect control and ±100 the full control effect; nearly all actives have a fitted effect of over 60% in size
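AlphaScreen displacement: compounds (up to 110uM) incubated 30 min at room temperature with a preformed 50 nM BAZ2B/50 nM biotinylated H3K14Ac peptide complex in PBS pH 7.4 with Tween-20. Donor and acceptor beads at 10 ug/mL final added, 20 min light-protected before reading.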
12-LOX inh: Primary qHTS assay for inhibitors of human arachidonate 12S-lipoxygenase (ALOX12): Round 2; Polyunsaturated fatty acid lipoxygenase ALOX12 (Homo sapiens), P18054; purified 12hLO, xylenol orange hydroperoxide absorbance; Potency, µM (top dose mostly 108 µM), for inactives: at the highest dose activity change, negative = inhibition, actives largely listed as inhibitors; 580,000 tested, 1.1% active; AID 1671190, 2021; further: potency means the concentration at half of the fitted maximal effect; on the % scale 0 is the no-effect control and ±100 the full control effect
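Hydroperoxide product was detected by ferrous iron/xylenol orange as the 573 to 405 nm absorbance ratio. Arachidonic acid at 40 uM (final) was turned over for 30 min at room temperature by 150 nM human 12hLO, pH 7.0 Hepes buffer, after 15 min compound preincubation.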
PI4K2A inh: qHTS for small molecular inhibitors of PI4K2A; Phosphatidylinositol 4-kinase type 2-alpha (Homo sapiens), Q9BTU6; purified PI4K2A, ADP-Glo luminescence, 1 h; hits give low values; activity change, negative = inhibition, % at 76.9 µM; 420,000 tested, 0.13% active; AID 1346378, 2018; in the data active means activity change below about -50%; inconclusive means mostly about -30% to -49%;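 further: -100% = wells without enzyme as full effect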
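Compounds are screened against recombinant PI4K2A using PI as substrate and ATP, the latter dispensed at 300 microM. Reactions run one hour at ambient temperature before ADP-Glo detection; full inhibition defined by wells lacking enzyme.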
ERG Ets-DNA blk: qHTS for Small Molecule Inhibitors of the ERG Ets/DNA interaction; Transcriptional regulator ERG (Homo sapiens), P11308; Potency, µM (series often up to 76.9 µM), for inactives: top-dose FP activity, negative = inhibition, most hits filed as inhibitors; fluorescence polarization, His-ERG Ets domain / labelled DNA; 370,000 tested, 0.028% active; active means well fitted inhibition curve with a large enough effect in the polarisation, with a control signal flat; inconclusive means small, poorly fitted or top-dose-only effect, or effect the other way, or a change in a side signal; inactive means no such curve, though single readings can be large or run the other way; the % refers to the polarisation;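 further: polarization taken with two DNA probes labelled with fluorescein and Texas red; potency means the concentration at half of the fitted maximal effect; % of control where 0% means no effect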
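His-tagged ERG Ets domain (1 uM in the protein solution; 300mM KCl, 50mM Tris-HCl, 1mM EDTA, 1mM DTT, pH 7.5) received compound, then a probe mix of 5 nM fluorescein-DNA and 100nM Texas-615-DNA. Fluorescence polarization was read for both dyes.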
JMJD2A Tudor: qHTS Assay for Inhibitors of JMJD2A-Tudor Domain; Lysine-specific demethylase 4A (Homo sapiens), O75164; AlphaScreen JMJD2A-Tudor / H3K4me3 peptide binding; Potency, µM (doses to about 114 µM), inactives show top-dose activity change, negative = inhibition, most hits filed as inhibitors; 390,000 tested, 4.4% active; further: potency means the concentration at half of the fitted maximal effect; on the % scale 0 is the no-effect control and ±100 the full control effect; nearly all actives have a fitted effect of over 50% in size
Target sequence (O75164 whole entry, looked up, the tested form may be a part): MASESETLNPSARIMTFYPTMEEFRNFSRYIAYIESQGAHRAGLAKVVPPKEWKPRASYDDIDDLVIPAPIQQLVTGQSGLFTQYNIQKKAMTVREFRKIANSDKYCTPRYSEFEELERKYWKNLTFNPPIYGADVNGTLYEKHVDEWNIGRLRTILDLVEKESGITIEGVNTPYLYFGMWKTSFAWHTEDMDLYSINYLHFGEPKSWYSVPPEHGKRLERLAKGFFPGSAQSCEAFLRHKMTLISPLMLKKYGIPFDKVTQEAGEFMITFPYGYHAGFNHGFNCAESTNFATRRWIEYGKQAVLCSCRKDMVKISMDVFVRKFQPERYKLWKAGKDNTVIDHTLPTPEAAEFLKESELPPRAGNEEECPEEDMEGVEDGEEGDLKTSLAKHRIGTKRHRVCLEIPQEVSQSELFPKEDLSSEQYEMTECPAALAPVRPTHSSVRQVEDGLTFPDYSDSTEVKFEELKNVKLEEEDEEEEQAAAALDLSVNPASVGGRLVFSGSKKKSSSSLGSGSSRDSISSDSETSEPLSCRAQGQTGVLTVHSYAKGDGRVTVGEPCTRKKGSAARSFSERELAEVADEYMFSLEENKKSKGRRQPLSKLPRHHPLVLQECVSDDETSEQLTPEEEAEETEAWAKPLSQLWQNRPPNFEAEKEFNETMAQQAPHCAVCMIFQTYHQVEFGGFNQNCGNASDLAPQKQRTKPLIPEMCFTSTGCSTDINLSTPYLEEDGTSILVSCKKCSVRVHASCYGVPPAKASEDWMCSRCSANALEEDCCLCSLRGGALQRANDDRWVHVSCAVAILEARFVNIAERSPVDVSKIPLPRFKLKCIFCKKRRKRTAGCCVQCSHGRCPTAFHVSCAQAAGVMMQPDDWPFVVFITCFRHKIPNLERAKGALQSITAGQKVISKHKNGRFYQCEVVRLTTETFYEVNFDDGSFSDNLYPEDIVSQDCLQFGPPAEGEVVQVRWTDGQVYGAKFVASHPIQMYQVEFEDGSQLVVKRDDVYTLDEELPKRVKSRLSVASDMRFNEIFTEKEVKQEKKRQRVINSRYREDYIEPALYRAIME
RGS4 inhibitor: Inhibitors of Regulator of G Protein Signaling (RGS) 4: qHTS; Transcreener GDP fluorescence polarization, RGS4-accelerated GTP hydrolysis; Potency, µM (highest dose often 114 µM), for the others: at the top dose activity change, negative = inhibition, most hits filed as inhibitors; 390,000 tested, 0.039% active; AID 504845, 2011; further: potency means the concentration at half of the fitted maximal effect; on the % scale 0 is the no-effect control and ±100 the full control effect; nearly all actives have a fitted effect of over 75% in size; some results filed as inactive show a strong effect at the top dose
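MLSMR compounds (23 nl, pin-transferred) preincubated 10 min at room temperature with a 500nM (2x) first reagent, then RGS4 at 900nM (2x) plus Transcreener GDP mix added; fluorescence polarization (620/688 nm) read before and after 90 min at 30 °C.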
G9a block: qHTS Assay for Inhibitors of Histone Lysine Methyltransferase G9a; Histone-lysine N-methyltransferase EHMT2 (Homo sapiens), Q96KQ7; G9a H3K9 monomethylation, AlphaScreen, 2 h; Potency, µM (top dose mostly 102 µM), for inactives: top-dose activity, negative = inhibition, most hits filed as inhibitors; 350,000 tested, 8.8% active; further: potency means the concentration at half of the fitted maximal effect; on the % scale 0 is the no-effect control and ±100 the full control effect; nearly all actives have a fitted effect of over 75% in size
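Enzyme 20 nM + cpd, 15 min RT; add b-H3K9 pep 500 nM / SAM 20 uM; 2 h RT; anti-H3K9me1 Ab 0.5 ug/mL + SA donor / anti-rabbit acceptor beads 20 ug/mL each, 10 min; AlphaScreen read.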
* hit, by the source's call; i = inactive; ? = inconclusive; / = not tested or not shown; & = joins results of further samples; [ ] = another dose, or the depositor's remark. Unless noted, the call rests on the fitted dose curve; in most records, active means well fitted curve in the direction sought with a large enough effect; inconclusive means small, poorly fitted or top-dose-only effect, or another doubt; inactive means no such curve, though single readings can be large; an effect the other way counts as inactive or inconclusive. Not all compounds are listed; rates above refer to the full screens.

SMILES	HP1b chromo inh	GLS inh	BAZ2B block	12-LOX inh	PI4K2A inh	ERG Ets-DNA blk	JMJD2A Tudor	RGS4 inhibitor	G9a block
Cc1ccc2[nH]c(O)c(N=O)c2c1	22%	16%	2%	2%	-5	7%	-6%	19%	-38%
COc1ccc(CNC(=O)CN2CCC(NC(=O)c3cccc(OC)c3)CC2)cc1	-33%[57 µM]	?	/	?	4	9%	1µM*	-24%	/
Cc1csc2ncnc(N3CCN(C(=S)Nc4ccc(C(F)(F)F)cc4)CC3)c12	42%[activator]	5%	-24%	350%[activator]	-1	10%	-15%	-22%	-1%
O=C(NCCCN1CCOCC1)Nc1ccc(Cc2ccc(NC(=O)NCCCN3CCOCC3)cc2)cc1	2%	-5%	-31%	-22%	-4	-9%	-32%	-1%	-17%
O=C(CSc1nc2ncccc2[nH]1)NC1CCCC1	-4%	-2%	4%	24%	2&2	-8%	0%	-29%	22µM*
Cc1ccc2c(c1)CC1(CN2C)C(=O)OC(C)(C)OC1=O	18%&-5%	7%	-4%	-8%	1	-3%	?	-1%&-14%	?
Cc1ccc(CC2CC(=O)N(c3ccc(Cl)cn3)C2=O)cc1 (stereo not drawn)	17%	8%	2%	5%	4	1%	-6%	17%	5%[12.7 µM]
COc1ccccc1N(CC(=O)Nc1ccccc1C(=O)N1CCCC1)S(C)(=O)=O	25%	-14%	3%	2%	0	3%	9%	3%	-5%
COc1ccc(-c2nnn(-c3cc(Cl)cc(Cl)c3)c2N)cc1	28%	-3%	-5%	?	-1	-4%	6%	-14%	/
S=c1[nH]nc(COc2ccccc2)n1/N=C/c1c(Cl)cccc1Cl	5%	-4%	2%	-25%	-1	10%	-11%	-31%	2µM*
COCCNC(=O)c1ccccc1NC(=O)c1cccc([N+](=O)[O-])c1C	33%	-3%	18%	-2%	5	1%	-9%	5%	-8%
COc1ccc(C2CC(=O)N(CC(=O)Nc3cccc(C)c3C)c3ccccc3S2)cc1OC (stereo not drawn)	4%	-14%	-5%	?	-6	-5%	-25%	-9%	-5%[59 µM]
O=C(Nc1ccn(Cc2c(F)c(F)cc(F)c2F)n1)c1ccc(COc2ccc(Cl)cc2Cl)o1	19%	-7%	-1%	-1%	5	7%	-9%	-35%	-4%[12.7 µM]
O=C(COc1ccc(Br)cc1Br)NN1C(=O)c2ccccc2C1=O	41%[activator]	7%	/	i	8	-10%	-8%	22%	/
Cc1ccnc(NS(=O)(=O)c2ccc3ccccc3c2)n1	53%[activator]	-6%	12%	/	1	13%	8%	-12%	/
CC(=O)c1cccc(NS(=O)(=O)c2ccc(NC(=O)N3CCCCC3)cc2)c1	25%	-2%	-1%	5%	2	-5%	-3%	-41%	74%[activator]
CCCc1cc2c(c(NC(C)=O)n1)c(=O)oc1ccccc12	40%[activator]	5%	1%	-1%	-6	-8%	0%	?	-18%[59 µM]
CCCN(CC1CC1)C(=O)CCc1nnc(C(OC)c2ccccc2)o1 (stereo not drawn)	35%	5%	-1%	6%	-1	-6%	-9%	15%	4%
Cc1cccc(NC(=O)c2cc(Cl)sc2Cl)c1C	28%	6%	6%	-8%	0	5%	7%	13%	-8%
Cc1ccccc1N1CCN(C2CCCN(C(=O)c3ocnc3C)C2)CC1 (stereo not drawn)	1%	13%	-7%	5%	4	2%	-11%	25%	23%
CCOCCc1c(O)nc(SC)[nH]c1=O	52%[activator]	8%	2%	0%	-5	4%	-7%	-9%	-39%[2.33 µM]
CC12CC3(C)CC(C)(C1)CC(C(=O)NCCc1ccc(S(N)(=O)=O)cc1)(C2)C3	53%[activator]	-15%	-15%	12%	1	-3%	0%	-29%	-11%
COC(=O)c1ccc(COC(=O)c2ccc(SC)cc2OC)cc1	39%	30%[activator]	33%	-8%	1	2%	36%	-13%[11.4 µM]	103%[activator][59 µM]
Cc1cc(C(=O)COC(=O)c2cccc(S(=O)(=O)N(C)C)c2)c(C)n1CC1CCCO1 (stereo not drawn)	-5%	0%	-36%	-1%	1	6%	-23%	-10%	?
CCNS(=O)(=O)c1ccc(NC(=O)Nc2ccccc2OC)cc1	26%	0%	-1%	-13%	-3	-7%	-2%[11.4 µM]	-6%	3%

More compounds follow:
SMILES	HP1b chromo inh	GLS inh	BAZ2B block	12-LOX inh	PI4K2A inh	ERG Ets-DNA blk	JMJD2A Tudor	RGS4 inhibitor	G9a block
CCCCOc1ccccc1NC(=O)CC1Nc2ccccc2NC1=O (stereo not drawn)	12%	7%	-28%	-8%	0	/	-31%	-11%	?
CCC1(c2ccc(F)cc2)NC(=O)N(CC(=O)N2c3ccccc3CC2C)C1=O (stereo not drawn)	35%	-8%	-6%	?	1	-3%	0%	3%	-24%[12.7 µM]
CCCNC(=O)CSc1nnc(-c2ccccc2Br)n1-c1cccc(C(F)(F)F)c1	18%	0%	22%	-17%	5	-1%	-19%	-11%	?
CN1C(C)(C)CC(NC(=O)c2ccco2)CC1(C)C	8%	1%	-22%	19%	-5	4%	-11%	-11%	15%
O=C(NCCS(=O)(=O)N1CCN(c2cccc(Cl)c2)CC1)c1ccc2c(c1)OCO2	17%	-2%	3%	-24%	-3	0%	-8%	3%	-1%
CCc1ccccc1NC(=O)Nc1nnc(N(C)Cc2ccccc2)s1	32%	7%	-8%	?	-1	0%	-13%	12%	-5%[59 µM]
O=C(Cn1cc([N+](=O)[O-])cn1)N1CCCc2ccccc21	23%	-1%	-5%	33%[activator]	-1	2%	-24%	13%	-7%
Cc1ccc2c(c1)cc1c(=O)n(CC(=O)N3CCCC3)nc(C)n12	30%	-14%	-3%	/	9	-11%	0%	5%	10%
CCc1ccc(N(CC(=O)N2CCOCC2)S(C)(=O)=O)cc1	45%[activator]	-1%	9%	12%	0	11%	4%	-18%	6%[0.501 µM]
CCOC(=O)[C@H]1[C@H]2COc3ccccc3[C@@H]2N2C(=O)c3ccc(Cl)cc3NC(=O)[C@@]12C	26%	-6%	2%	-22%	-4	-10%	-20%	-1%	4%[2.33 µM]
CC(=O)Nc1ccc(NC(=O)c2nc(SCc3ccccc3C)ncc2Cl)cc1	28%	-2%	-8%	-5%	1	-1%	-19%	2%	-28%[59 µM]
C=COCCNC(=S)N1CCOCCOCCN(C(=S)NCCOC=C)CCOCCOCC1	46%[activator]	8%	-3%	3%	-1	-8%	-20%	-1%	32%
COc1cc(C(C)=O)ccc1OCC(=O)OC(C)C(=O)c1ccc(F)cc1 (stereo not drawn)	32%	-2%	/	14%	4	-5%	-14%	0%	/
C/C(N)=C(/C#N)C(=O)CSc1nnc(Nc2ccccc2C)s1	28%	13%	-31%	0%	-2	-7%	-21%	-10%	-32%
O=C1C=C(c2cccc(Br)c2)C[C@@H](c2ccc(Cl)cc2)C1	56%[activator]	-3%	/	3%	-1	-9%	6%	18%	/
C=CCCCN(Cc1ccccc1)S(=O)(=O)c1ccccc1Br	187%&163%[activator]	-6%	94%[activator]	-39%	-3	8%	143%&113%[activator]	-2%&-6%	60%[activator][59 µM]
CC1(C)CC(=O)C2=C(C1)OC(N)=C(C#N)C2c1ccsc1 (stereo not drawn)	55%	-1%	12%	?	10	5%	-6%	12%	-31%
COc1ccc(OCC(O)Cn2c(=N)n(CCN3CCOCC3)c3ccccc32)cc1 (stereo not drawn)	19%	20%	/	0%[57.4 µM]	-3	0%	-14%	15%	-10%[59 µM]
C=CCOc1ccc(/C=N/N2C(=O)C(CC(=O)Nc3ccc(F)cc3F)SC2=NC)cc1 (stereo not drawn)	18%	3%	-13%	16%	2	-6%	-13%	0%	1%[59 µM]
COc1cccc(NC(=O)N2CCCC(C(=O)Nc3ccccc3OC)C2)c1 (stereo not drawn)	15%	23%	12%	-1%	-1	3%	-10%	0%	22%
CCOC(CCNC(=O)CCC(=O)Nc1ccc2nc(N3CCN(C)CC3)cc(C)c2c1)OCC	-4%	2%	1%	412%[activator]	3	1%	-3%	10%	-12%
O=C(COC(=O)CNC(=O)c1cccc(Br)c1)Nc1nnc(-c2ccccc2)o1	30%	9%	12%	198%[activator]	0	/	-3%	31%	-13%[12.7 µM]
CC(NC(=O)c1ccccc1Cl)C(=O)NCc1cccs1 (stereo not drawn)	11%	2%	20%	-7%	-5	-5%	-19%	1%	-37%
Cc1cc(NC(=O)CCC(=O)N(CC(=O)NCC2CCCO2)Cc2ccc(F)cc2)no1 (stereo not drawn)	15%	-4%	-3%	?	6	5%	0%[57.1 µM]	24%[11.4 µM]	-14%[59 µM]
CCCCC(=O)Nc1ccc(N2CCN(c3ccc(F)cc3)CC2)cc1	1%	2%	-4%	0%	3	-5%	-14%	2%	17%
Cc1cccc(C)c1NC(=O)NC1(C(=O)NCc2ccncc2)CCCCC1	2%	-3%	2%	0%	-2	3%	1%	12%	23%
